Screening data from PubChem.
UBC13 inh – UBC13 polyubiquitin chain formation inhibitors, primary screen, biochemical, TR-FRET, uHTS. inhibition, % at 20 µM. 0.47% of 330,000 active; in the data active = inhibition above about 45%, passing the limit was not always enough
Target sequence (P61088 whole entry, looked up): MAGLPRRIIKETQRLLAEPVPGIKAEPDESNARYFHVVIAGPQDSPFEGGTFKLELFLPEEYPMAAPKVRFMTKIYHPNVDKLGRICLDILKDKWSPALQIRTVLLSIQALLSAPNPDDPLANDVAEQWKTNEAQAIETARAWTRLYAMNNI
Apaf-1 inh – inhibitors of human Apaf-1 apoptosome, primary screen, biochemical, DEVD-Rh110 fluorescence, uHTS. 0.71% of 330,000 active. inhibition, % at 20 µM. Apoptotic protease-activating factor 1 (Homo sapiens), O14727. reconstituted apoptosome caspase-3 activity; active = inhibition of at least 40% at 20 µM;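 note: plate controls were DMSO wells for no effect and DEVD-CHO caspase inhibitor wells for full effect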
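Material: biochemical Apaf-1 apoptosome reconstitution. Medium: Hepes buffer, pH 7.5. Also added: cytochrome c activation, bis-DEVD rhodamine 110 substrate. Timing: 30 min compound preincubation, 50 min activation, room temperature. Measured by: rhodamine 110 fluorescence at Ex 480/Em 540 nm.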
SENP7 block – SENP7 protease inhibitors, primary screen, biochemical, luminescence, uHTS; Sentrin-specific protease 7 (Homo sapiens), Q9BQF6; recombinant SENP7, Z-RLRGG-aminoluciferin luminescence, 40 min; inhibition, % at 5 µM; 1.5% of 330,000 active; AID 434973, 2010;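 active = inhibition above about 50% at the single test dose, limit read from the data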;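 note: plate controls were DMSO with enzyme for no effect and no enzyme buffer wells for full effect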
Target sequence (Q9BQF6 706-1050 limits assumed): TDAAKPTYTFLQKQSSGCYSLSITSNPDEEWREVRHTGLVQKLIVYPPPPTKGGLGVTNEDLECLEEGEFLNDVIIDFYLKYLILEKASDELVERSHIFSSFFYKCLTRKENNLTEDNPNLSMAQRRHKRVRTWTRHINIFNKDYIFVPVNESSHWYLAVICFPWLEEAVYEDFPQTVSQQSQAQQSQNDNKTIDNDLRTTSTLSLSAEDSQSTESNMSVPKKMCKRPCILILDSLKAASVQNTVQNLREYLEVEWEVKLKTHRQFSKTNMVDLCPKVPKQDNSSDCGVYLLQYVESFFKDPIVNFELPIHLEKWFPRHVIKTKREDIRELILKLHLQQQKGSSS
SENP8 block-1 – human SENP8 protease inhibitors, primary screen, biochemical, fluorescence, Nedd8 protein substrate, uHTS | 0.64% of 360,000 active | recombinant SENP8 | inhibition, % at 20 µM | Sentrin-specific protease 8 (Homo sapiens), Q96LD8 | AID 602440, 2012; in the data active = inhibition mostly above about 40%, no sharp cut-off; inactive = mostly below about 27%
Target sequence (Q96LD8 whole entry, looked up): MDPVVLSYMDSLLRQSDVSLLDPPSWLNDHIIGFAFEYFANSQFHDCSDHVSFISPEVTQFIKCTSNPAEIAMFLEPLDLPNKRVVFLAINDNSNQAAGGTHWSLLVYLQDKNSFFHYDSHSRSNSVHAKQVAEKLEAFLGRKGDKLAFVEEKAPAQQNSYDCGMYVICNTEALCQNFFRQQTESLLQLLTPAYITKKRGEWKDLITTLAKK
SENP1 FRET inh – human SENP1 catalytic domain inhibitors, primary screen, biochemical, FRET, uHTS; 0.21% of 360,000 active; inhibition, % at 10 µM; recombinant SENP1 catalytic domain, CyPet-SUMO1-YPet FRET cleavage; AID 624204, 2012;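 active = inhibition at least 30% at 10 µM, raw YFP signal under a set limit, fluorescence ratio 0.5 to 1.5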;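 note: 0% = enzyme with DMSO and 100% = no enzyme wells; some results filed as inactive read as strong as hits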
Target sequence (Q9P0U3 419-644 limits assumed): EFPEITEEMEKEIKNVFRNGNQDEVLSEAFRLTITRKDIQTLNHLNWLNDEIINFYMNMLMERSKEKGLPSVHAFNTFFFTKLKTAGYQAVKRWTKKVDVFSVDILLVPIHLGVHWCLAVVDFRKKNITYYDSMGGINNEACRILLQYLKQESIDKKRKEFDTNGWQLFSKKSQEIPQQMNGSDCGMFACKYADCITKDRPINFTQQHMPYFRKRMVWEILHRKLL
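Test system: human SENP1 catalytic domain; medium: Tris pH 8 buffer plus EDTA, NaCl, BME, BSA, NP40, catalase; incubation: 50 min reaction at room temperature; technique: FRET, CFP and YFP emission; controls: no-enzyme low control and enzyme-plus-DMSO high control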
A3G deaminase – APOBEC3G DNA deaminase inhibitors, primary screen, biochemical, fluorescence, single-stranded DNA substrate, uHTS. DNA dC->dU-editing enzyme APOBEC-3G (Homo sapiens), Q9HC16. recombinant A3G, ssDNA deamination FAM/TAMRA fluorescence. inhibition, % at 20 µM. 0.28% of 330,000 active. AID 493012, 2011;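 active = inhibition of at least 40% at 20 µM, with no more than 30% in the related APOBEC3A deaminase screen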;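 note: plate controls were DMSO wells with A3G for no effect and wells lacking A3G enzyme for full effect; some compounds called inactive have numbers as strong as hits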
SENP6 inh – SENP6 protease inhibitors, primary screen, biochemical, luminescence, uHTS. 1.8% of 330,000 active. Recombinant SENP6 catalytic domain, aminoluciferin luminescence. AID 2599, 2010. inhibition, % at 10 µM. Sentrin-specific protease 6 (Homo sapiens), Q9GZR1;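 active = inhibition above about 50% at the single tested dose, limit read from the data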;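 note: plate controls were DMSO wells with enzyme for no effect and DMSO wells lacking enzyme for full effect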
SENP8 block-2 – SENP8 protease inhibitors, primary screen, biochemical, luminescence | AID 2540, 2010 | 1.2% of 330,000 active | inhibition, % at 10 µM | purified SENP8, Z-RLRGG-aminoluciferin cleavage | Sentrin-specific protease 8 (Homo sapiens), Q96LD8; in the data active = inhibition above about 50%
* marks the source's active call; other numbers are inactive results; . = not tested or not shown.

SMILES	UBC13 inh	Apaf-1 inh	SENP7 block	SENP8 block-1	SENP1 FRET inh	A3G deaminase	SENP6 inh	SENP8 block-2
Cc1cnn(C(=S)NCc2ccc(Cl)cc2)c1	9	1	-1	.	.	-7	-4	-5
O=C(O)CSCC(=O)Nc1ccc(Br)c(C(F)(F)F)c1	5	-8	-5	27	1	2	-4	6
CC(C)N(C(=S)NC1CC2CCC1C2)c1ccccc1 (configuration not stated)	3	1	-1	12	9	-5	-5	-5
O=C(O)COc1ccccc1/C=N/NC(=O)Cc1ccccc1	-7	6	-6	-5	1	-8	-5	-13
O=C(c1ccccc1)N1CCN(c2ccc(N3CCOCC3)nn2)CC1	6	-9	-5	-438	-19	-4	-9	4
NC(N)=N/N=C/c1ccc(OCc2ccc(Cl)cc2)cc1	102*	26	-3	5	-1	-3	-24	-21
O=C(N/N=C/c1cccc2ccccc12)c1cccc(F)c1	-16	38	3	-5	-1	3	4	-6
Cc1cccc(C)c1OCC(=O)Nc1cc(Cl)ccc1-n1cncn1	-4	16	11	-3	-3	-8	-14	-9
CC(=O)Nc1ccc(NC(=O)CN(c2cccc([N+](=O)[O-])c2)S(C)(=O)=O)cc1	6	-12	3	6	2	-6	-3	7
Cc1ccc(C(=O)Nc2ccccc2C(=O)N2CCN(c3ccccc3)CC2)cc1	-12	2	7	8	0	8	-9	-4
CCOC(=O)c1c(NC(=O)CSc2nnc(C)s2)sc2c1CCC(CC)C2 (configuration not stated)	3	31	8	2	0	2	-2	-3
CC(C)Oc1ccc(C(=O)Nc2c3c(nn2C(C)(C)C)CS(=O)(=O)C3)cc1	0	-11	-2	5	2	-9	12	3
CCCCn1c2nc3ccccc3nc2c2c(=O)n(CCC(C)C)cnc21	25	-11	2	-281	-1	-5	1	-2
CC(NC(=O)CSc1n[nH]c(=O)n1C1CC1)C12CC3CC(CC(C3)C1)C2 (configuration not stated)	0	11	3	-2	0	1	10	-2
COc1ccccc1CNC(=O)C(C)n1nc(C)n2c(cc3occc32)c1=O (configuration not stated)	2	-11	0	11	-1	-7	9	2
CC1CCN(C(=O)CSc2nc3ccccc3c(=O)[nH]2)CC1	-5	-12	1	12	0	-5	13	3
COc1cccc(C(c2sc3nc(C)nn3c2O)N2CCN(C(=O)c3ccco3)CC2)c1 (configuration not stated)	2	7	-7	11	4	-7	-4	-9
CCc1cccc(NS(=O)(=O)c2c(C)n[nH]c2C)c1	2	1	-4	27	0	-1	-17	1
O=C(NCc1ccc(Cl)cc1)NCc1ccc(Cl)cc1	-4	-4	-2	9	0	-1	12	2
Nn1c(SCc2ccccc2)nnc1-c1ccco1	-6	8	14	12	2	-8	-12	-12
COc1ccc(C(CC(=O)c2ccccc2)S(=O)(=O)c2ccc(C)cc2)cc1 (configuration not stated)	-1	1	38	-5	-3	-8	41	25
CC(c1nccs1)N(C)c1nc2nonc2nc1NC1CC1 (configuration not stated)	-15	8	-6	10	-32	-6	-14	-5
Cc1ccc(S(=O)(=O)Nc2ccc3c(c2)C(=O)N([C@H](C)CO)C[C@H](C)[C@@H](CN(C)Cc2ccccc2)O3)cc1	-1	23	-6	7	2	-7	-14	-12
CCN(Cc1cc(=O)[nH]c2ccccc12)C(=O)c1ccc(C)cc1	-3	-6	-4	-10	1	-9	-10	-11
CCC(=O)Nc1ccc(S(=O)(=O)Nc2nccs2)cc1	-12	-6	8	2	1	-2	4	2
Next entries
SMILES	UBC13 inh	Apaf-1 inh	SENP7 block	SENP8 block-1	SENP1 FRET inh	A3G deaminase	SENP6 inh	SENP8 block-2
COc1ccc(NC(=O)c2ccco2)cc1NC(=O)COc1ccccc1[N+](=O)[O-]	-7	-13	-2	8	0	-6	-2	6
CCCC(C)NC(=O)CN1C(=O)NC2(CCc3ccccc32)C1=O (configuration not stated)	-1	-10	-2	4	-2	-10	-15	-6
CCOC(=O)c1cnc2cc(-c3ccc(C(C)(C)C)cc3)nn2c1N	-8	-1	-1	-142	1	-7	-13	-6
C=CCOc1cc(C)nc(-c2ccccc2O)n1	14	9	1	-5	1	-1	6	7
Cn1c(=O)cc(OCCCC(=O)NCc2ccco2)c2ccccc21	1	11	-9	-2	0	-5	-12	-21
CCCNC(=O)COc1ncnc2sc(C)c(C)c12	2	-8	1	10	0	-1	-5	-9
CCN(Cc1ccccc1)C(=O)CCS(=O)(=O)c1cc2c(cc1Cl)NC(=O)CO2	8	4	2	6	2	1	-8	-2
Cc1cc(NC(=O)c2cccc3c2C(=O)N(C2CCCCC2)C3)ccc1Br	-3	-2	-13	9	1	0	-19	-10
O=C(NNc1ncnc2ccccc12)c1cccc(Cl)c1	-3	-16	7	-38	2	-6	-10	3
CCCCCCCC(=O)NC1=NC(=O)C(C)(C)S1	4	6	1	39	0	-11	4	2
O=c1c2ccccc2n(Cc2ccc(F)cc2)c(=O)n1C1CCCC1	6	21	-6	4	2	-5	-17	-3
Cc1ccc(N2CC(C(=O)N3CCN(c4ccccc4)CC3)CC2=O)cc1 (configuration not stated)	-1	-11	-5	16	-2	-7	-10	-7
O=S(=O)(c1ccc(F)cc1)N1CCN(C(=S)NCc2ccco2)CC1	15	0	0	-11	-1	-12	-6	3
COc1ccc(-c2cnnn2-c2ccc([N+](=O)[O-])cc2)cc1	0	2	4	8	2	-7	13	-2
Cc1ccnc(NC(=S)NC(=O)/C=C/c2ccco2)c1	-11	5	-3	-26	-11	-4	-2	-2
CC(C)(C)NS(=O)(=O)c1ccc(CCC(=O)NCc2ccco2)cc1	-6	4	-5	10	-1	0	-1	-4
CC1=C(C(=O)NCc2ccco2)C2(CCC(C)CC2)OC1=O (configuration not stated)	-2	-1	1	28	0	-6	1	5
O=C(CC1C(=O)NCCN1CC1CCCCC1)NCCc1ccc(F)cc1 (configuration not stated)	13	15	-3	-106	-9	3	1	-8
COc1ccc(C(=O)NCCS(=O)(=O)N2CCCCCC2)cc1	2	9	-2	4	1	-2	-10	6
CC[C@H](C)[C@H](NC(=O)OCc1ccccc1)C(=O)Nc1ccc(NC(C)=O)cc1	-6	5	-2	35	0	-7	-15	3
Cc1cc(=O)oc2cc(OCc3nnc(-c4ccccc4Br)o3)ccc12	-4	22	-7	-466	-5	-9	-14	-16
CC(C)c1ccc(C(C(=O)NC(C)(C)C)N(C(=O)CNC(=O)c2ccco2)c2cccnc2)cc1 (configuration not stated)	2	-1	0	18	-1	-4	0	12
NC(=O)c1cc2cc(Cl)ccc2oc1=Nc1cccc(C(F)(F)F)c1	-6	13	6	-11	-8	-4	-10	0
O=C1CC(CCC(=O)NC2CC2)c2ccccc2N1 (configuration not stated)	10	-6	3	-2	-2	5	0	6
COC(=O)c1ccc(NC(=S)Nc2ccccc2)cc1	5	1	-3	8	0	-1	4	3
The list continues:
SMILES	UBC13 inh	Apaf-1 inh	SENP7 block	SENP8 block-1	SENP1 FRET inh	A3G deaminase	SENP6 inh	SENP8 block-2
COC(=O)c1cc(S(=O)(=O)N2CCN(c3ccccc3)CC2)c[nH]1	-8	10	1	9	1	-7	9	-5
CCc1nc(C)cn1S(=O)(=O)c1ccc([N+](=O)[O-])cc1	-1	8	-9	7	3	-8	1	-6
O=C(N/N=C/c1ccc(OC(F)F)cc1)C1=COCCO1	-2	-7	-3	5	1	-6	-1	-19
COCCNC(=O)CN1CCC(NC(=O)C(C)(C)C)CC1	0	-6	10	6	-1	4	-17	-1
COc1cc(C(=O)Nc2nnc(CC(C)(C)C)s2)c([N+](=O)[O-])cc1OC	-8	21	3	23	4	-3	-18	3
COc1cc2cc(CCCO)oc(=O)c2cc1OC	-11	-6	2	-52	1	-7	6	12
CN1CCN(C2CCCCC2NS(=O)(=O)c2ccc(Cl)cc2)CC1 (configuration not stated)	5	-3	-2	13	4	-1	-9	1
O=C(/C=C/c1cccc(C(F)(F)F)c1)NNC(=O)c1ccncc1	-23	18	14	23	2	0	-7	-5
Cc1c(C(=O)N2CCN(c3ccccn3)CC2)oc2c(F)cccc12	2	8	10	8	1	-1	-28	-8
Cc1oc2c(c(C)cc3oc(=O)c(CC(=O)NCCCO)c(C)c32)c1C	5	13	-5	-305	-4	-6	-23	-5
COc1cc(/C=N/NC(=O)C2(O)c3ccccc3-c3ccccc32)ccc1O	6	2	9	5	0	-8	5	-4
COc1ccc(NC(=O)CN(C)C(=O)c2cnc(Cl)c(Cl)c2)cc1	4	3	5	6	2	-2	-11	4
c1ccc(OCc2nc(-c3ccncc3)no2)cc1	5	-11	0	11	-3	-7	-3	-15
O=C(NCC1CCCO1)c1cnc(Cl)c(Cl)c1 (configuration not stated)	-1	3	0	13	0	-3	13	3
CCOc1ccc(N2C(=O)Nc3ccc(Br)cc3C2(O)C(=O)NC(C)C)cc1 (configuration not stated)	5	1	-10	11	-1	-8	-4	-7
CC12C(=O)N(CCC(=O)O)C(=O)C1C1C=CC2C1 (configuration not stated)	3	3	0	10	-2	-2	-10	3
Cc1cc(Br)ccc1NC(=O)CNC(=O)CNc1cccc([N+](=O)[O-])c1	-1	-5	4	12	4	-10	-5	-6
CCCCC/C(=N\NC(=O)CCC(=O)NCc1ccccc1)c1ccccc1	21	12	0	15	4	-5	-28	-7
Cc1cc(C)cc(C(=O)NC(CC(N)=O)c2ccc(N3CCC(Br)CC3)c([N+](=O)[O-])c2)c1 (configuration not stated)	-4	3	-2	16	1	-10	-10	6
CNC(=O)CSc1nnc(-c2ccccn2)n1Cc1ccco1	18	-24	-2	28	-1	-7	-6	-4
CC(NS(=O)(=O)c1ccc(Cl)c(Cl)c1)C(=O)OCC(=O)Nc1ccc2c(c1)OCO2 (configuration not stated)	5	2	3	-5	-3	3	33	6
Cc1nc2ncnn2c(C)c1Cc1c(Cl)cccc1Cl	-8	10	-9	27	-1	-2	-16	-1
COc1ccc(N=Cc2sc3ccccc3c2Cl)cc1	-3	-4	58*	31	0	-5	30	25
COc1ccc(N2CCN(C(=O)c3ccc(NS(=O)(=O)c4ccc(F)cc4)cc3)CC2)cc1	-3	1	19	7	-1	-1	12	-8
Cc1ccc(S(=O)(=O)NCCC(=O)OCc2ccc([N+](=O)[O-])cc2)cc1C	0	21	14	27	0	-9	-19	-12
Cc1nc(CNC(=O)C2CCC(=O)N(CCc3ccc(Cl)cc3)C2)sc1C (configuration not stated)	2	-7	1	-6	-2	-5	-7	5
O=S(=O)(c1ccccc1)N1CCN(c2cccc(Cl)c2)CC1	4	6	2	10	7	-4	15	2
